PV pol inh = poliovirus RNA polymerase inhibition; AID 588519; % elongation, % (compound at 16.7 µg/mL); 150,000 tested, 0.66% active; poliovirus polymerase elongation, fluorescence polarization; active compounds read low; in the data active = % elongation below about 90%; note: some results filed as inactive read as strong as hits
Target sequence (P03300 1749-2209 limits assumed): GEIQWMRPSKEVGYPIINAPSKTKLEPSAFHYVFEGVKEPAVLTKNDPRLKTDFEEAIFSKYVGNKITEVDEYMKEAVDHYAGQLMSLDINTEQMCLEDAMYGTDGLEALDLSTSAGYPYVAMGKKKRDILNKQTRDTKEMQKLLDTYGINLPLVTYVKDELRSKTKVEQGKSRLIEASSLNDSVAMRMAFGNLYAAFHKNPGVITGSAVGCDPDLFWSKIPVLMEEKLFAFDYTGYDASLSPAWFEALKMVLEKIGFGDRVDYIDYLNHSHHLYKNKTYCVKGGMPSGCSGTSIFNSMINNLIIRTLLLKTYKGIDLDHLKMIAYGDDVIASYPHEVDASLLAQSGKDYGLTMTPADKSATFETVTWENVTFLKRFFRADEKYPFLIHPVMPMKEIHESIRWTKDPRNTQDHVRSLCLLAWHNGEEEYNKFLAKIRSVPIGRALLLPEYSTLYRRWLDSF
PV pol inh FP z-score = further read-out of PV pol inh, marked with its call; z-score; measured here: FP z-score; hits read low
Starred values were filed as active, the others as inactive. An excerpt (hit frequency here may not be typical).

SMILES	PV pol inh	PV pol inh FP z-score
Cc1cc(C(=O)Cn2nnc3ccccc3c2=O)c(C)n1C	100.0	-0.2
Cc1nc2ccn(Cc3cccnc3)c(=O)c2cc1C(=O)Nc1ccc(OC(F)(F)F)cc1	104.0	-0.3
COc1cccc(C(=O)c2cn(CC(=O)Nc3cccc(C(F)(F)F)c3)c3nc(C)ccc3c2=O)c1	111.0	0.9
Cc1cc(C(=O)CN(CC2CCCO2)C2CCS(=O)(=O)C2)c(C)n1C (stereo not given)	103.0	0.1
Cc1cc(NC(=O)c2ccc(Cl)c(Cl)c2)ccc1-c1cc2ccccc2oc1=O	104.0	0.1
COc1nc2ccccc2nc1CCC(=O)N1CCCC1	103.0	0.7
CCOc1c(C)cc(-c2ncccc2O)cc1C	102.0	0.1
COc1ccc(CN2C(=O)c3ccc(F)cc3C2=O)cc1	98.0	-0.3
COc1ccc(C(C2=C(O)CC(C)(C)CC2=O)c2c(C)[nH]c3ccccc23)cc1 (stereo not given)	100.0	-0.4
CCOc1ccccc1NC(=S)NCc1cccn1C	101.0	-0.4
C(=N\c1ncccn1)/c1ccncc1	104.0	0.2
C=CCn1c(SCC(=O)N(C(C)C)C(C)C)nc2scc(-c3ccco3)c2c1=O	101.0	-0.7
CCC(=O)Nc1cc2c3c(c1)C(C)C(=O)N3CCC2 (stereo not given)	104.0	0.6
COc1ccc(OCCC(=O)Nc2nnc(C3CC3)s2)cc1	104.0	0.1
CCc1noc(C)c1C(=O)NCc1ccc(C(=O)OC)cc1	99.0	-0.4
O=C(O)CCC(=O)CCN1CCCCC1	101.0	-0.1
Cc1cc(N2CCCCC2)nc2ccc(NC(=O)c3cccc(F)c3)cc12	107.0	0.4
CCOC(=O)C1CCN(S(=O)(=O)c2ccccc2)CC1	102.0	0.4
COc1cccc(-c2nc3c(C#N)c[nH]n3c2NC2CCC(C)CC2)c1 (stereo not given)	105.0	-0.5
Clc1cccc(Cl)c1OCCCn1ccnc1	100.0	-0.8
COc1ccc(OCC(=O)NCc2ccc3c(c2)CCN3C(=O)c2ccc(F)cc2)cc1	103.0	-0.9
Cc1cc(C)cc(Nc2nc3c(S(=O)(=O)c4cccc(Cl)c4)nnn3c3ccsc23)c1	107.0	0.2
CC(C)S(=O)(=O)c1nc2ccccc2n1Cc1ccccc1	103.0	0.1
CC(NC(=O)c1cccn1C)C12CC3CC(CC(C3)C1)C2 (stereo not given)	107.0	0.4
CCOC(=O)c1c(C)oc2ncnc(NCCc3ccccc3)c12	109.0	0.2
Cc1cc(NC(=O)CN(C)S(=O)(=O)c2ccc3c(c2)CCC(=O)N3)ccc1Br	103.0	-0.5
O=C(Nc1ccc(S(=O)(=O)N2CCOCC2)cc1)C(F)(F)C1(F)OC(F)(F)C(F)(F)C1(F)F (stereo not given)	104.0	0.3
CCOC(=O)C(C#N)C1(c2ccccc2)CCOC(C)(C)C1 (stereo not given)	102.0	0.1
Cc1ccc(-n2c(SCCC(C)C)nc3sc4c(c3c2=O)CC(C)(C)OC4)cc1	102.0	-1
Cc1cccc(N2CC(C)Cn3c2nc2c3c(=O)n(CC(=O)O)c(=O)n2C)c1 (stereo not given)	102.0	-0.8
Cc1nc(NCc2ccco2)[nH]c(=O)c1CCC(C)C	99.0	-0.7
CS(=O)(=O)c1ccccc1C(=O)Nc1cccc2ncccc12	97.0	-0.4
C=Cc1ccc(Cn2c(C)c(CNCCc3ccc(OCC)cc3)c(C(=O)O)c2C)cc1	103.0	-0.6
Cc1ccc(S(=O)(=O)NC(=O)NCC2CCCO2)cc1 (stereo not given)	105.0	0.7
O=C(CN1CCOCC1)Nc1scc(-c2ccccc2)c1C(=O)N1CCOCC1	97.0	-0.8
CC(=O)Nc1nc(Cn2nc(C(=O)O)c3ccccc3c2=O)cs1	99.0	-0.2
O=C(O)c1c2c(nc3ccccc13)CCCC2	101.0	-0.2
CCCCN(C)C(=O)C1CCN(Cc2ccc(OCC)cc2)CC1	45.0*	-6*
N#Cc1c(-c2ccccc2)cc(-c2ccccc2)nc1SCC(O)CS(=O)(=O)Cc1ccc(Cl)cc1 (stereo not given)	89.0*	-2.6*
O=C(ON1C(=O)c2ccccc2C1=O)c1ccc(NC(=O)c2ccco2)cc1	100.0	-0.1

2 entries from above in a different format:
Values in the order – PV pol inh, PV pol inh FP z-score
N#Cc1c(-c2ccccc2)cc(-c2ccccc2)nc1SCC(O)CS(=O)(=O)Cc1ccc(Cl)cc1 (stereo not given)
 : 89.0*, -2.6*
O=C(ON1C(=O)c2ccccc2C1=O)c1ccc(NC(=O)c2ccco2)cc1
 : 100.0, -0.1

Continued.
SMILES	PV pol inh	PV pol inh FP z-score
CCN1CCN(c2c(S(=O)(=O)c3ccc(C)c(C)c3)cnc3cc(OC)c(OC)cc23)CC1	100.0	-2.1
COc1ccc2c(c1)c(=O)c(S(=O)(=O)c1ccc(C)c(C)c1)cn2CC(=O)Nc1ccccc1	101.0	-1.4
O=C(COc1ccc(Cl)cc1)Nc1ccc(-c2nc3cc(Cl)ccc3o2)c(O)c1	112.0	1.3
Cc1cc(-c2nc(-c3ccc(Cl)cc3)cs2)no1	100.0	-0.9
CC(=O)N(c1ccccc1)C1CC(C)N(C(=O)C(C)C)c2ccccc21 (stereo not given)	110.0	1.5
O=C(c1ccccc1)N1CCN(CCc2ccncc2)CC1	107.0	0
CCOc1ccc(-c2nnc(SCC(=O)Nc3cccc(C#N)c3)o2)cc1	97.0	-2.4
CCCc1ccc(C(=O)N2CCOCC2)cc1	100.0	-0.1
CCOc1nc(NC2CCCC2)nc(N2CCC(C)CC2)n1	102.0	0.1
Cc1ccc(N=Cc2ccc3ncccc3c2)c(Br)c1	101.0	-0.4
COc1cc(OC)c(NC(=O)N2CC=C(c3c[nH]c4ccccc34)CC2)cc1Cl	120.0	2.2
Cn1c(=O)c2c(ncn2CC(=O)Nc2cccc(C(F)(F)F)c2)n(C)c1=O	108.0	0.7
COc1ccccc1/C=C/CN1CCN(Cc2ccccc2)CC1	102.0	0.5
CCCN1CCN(C(=O)c2c(C)nn(-c3ccccc3)c2Cl)CC1	102.0	-0.1
COC(=O)c1ccc(S(=O)(=O)NN2CCOCC2)n1C	102.0	-0.2
O=S(=O)(c1ccc(OCC(O)CNC2CC2)c(Cl)c1)N1CCOCC1 (stereo not given)	107.0	0.6
Cc1noc(C)c1COc1cccc(C(=O)NC2CCCCCC2)c1	103.0	0.2
Cc1nc2cc(Nc3ccncc3)ccc2s1	102.0	0.1
CCOC(=O)c1c(C)[nH]c(C)c1S(=O)(=O)N1CCC(C(=O)NCc2cccc(OC)c2)CC1	113.0	0.5
Cc1ccc(S(=O)(=O)N2c3ccccc3C(C)(c3ccccc3)CC2(C)C)cc1 (stereo not given)	99.0	-0.5
COc1ccc(Br)cc1CN1CCN(C(=O)Cc2ccccc2)CC1	104.0	0.5
Cc1oc(-c2ccc(Cl)cc2)nc1CS(=O)CC(=O)NC1CCCC1 (stereo not given)	102.0	1.2
CC1CCc2c(nc3ncnn3c2NCCN(C)C)C1 (stereo not given)	102.0	0.3
O=C1CCCN1c1cccc2ccccc12	99.0	0
CC1CN(C(=O)CCC(=O)O)c2ccccc2O1 (stereo not given)	102.0	-0.1
N#C/C(=C\c1ccco1)C(=O)Nc1ccccc1	104.0	0.6
CCn1cc(C(=O)O)c(=O)c2cnc(N3CCN(C(=S)Nc4ccccc4)CC3)nc21	103.0	0.8
O=S(=O)(Nc1cccc(-c2ccc(N3CCCCCC3)nn2)c1)c1ccc(F)cc1	112.0	1.3
CCc1ccc(N(CC)C(=O)CCn2cnc3onc(-c4ccc(F)cc4)c3c2=O)cc1	106.0	0.2
CC(=O)Nc1cc(Cl)ccc1N1CCOCC1	99.0	-0.4
CSc1ncccc1C(=O)OC(C)C(N)=O (stereo not given)	100.0	-0.7
Cc1ccc(CNC(=O)CSc2ccc(-c3sc(-c4ccccc4)nc3C)nn2)cc1	103.0	-0.4
Cc1ccc2[nH]cc(NC(=O)NCCN(C)C)c(=O)c2c1	100.0	-0.4
NC(N)=NC(N)=Nc1ccc(Cl)cc1	105.0	0.1
Oc1c(Br)cc(Br)cc1C=NC1CC1	66.0	-4.2
CC1=CCC2(CC1)COC(C(C)C)OC2 (stereo not given)	103.0	0.3
Cc1cccc(N(C(=O)Nc2ccc(Cl)cc2)C2=NCC(C)S2)n1 (stereo not given)	107.0	0.5
CC1CCc2c(sc3nc(-c4cc5ccccc5oc4=O)nc(Cl)c23)C1 (stereo not given)	110.0	1.3
O=C(NCCS(=O)(=O)N1CCN(c2ccccc2F)CC1)C(c1ccccc1)c1ccccc1	108.0	0.2
CCc1nc2ccccc2c(=O)n1-c1ccccc1Cl	105.0	0.3
COc1ccc(-c2nc(-c3ccc(C)cc3C)cs2)cc1	108.0	0.9
Cc1nnc(-c2ccccc2)o1	106.0	0.2
NC(=O)N/N=C/c1sc(=O)n(Cc2cccc(C(=O)O)c2)c1Cl	105.0	0.4
Cc1ccc(C(=O)NCc2ccc(F)cc2)cc1NC(=O)c1nsc2ccccc12	106.0	-0.4
Cc1cccc(NC(=O)Cn2cnc3sc(C)c(S(=O)(=O)N4CCC(C)CC4)c3c2=O)n1	101.0	0.2
O=c1c2ccccc2n(Cc2cc(=O)n3ccccc3n2)c(=O)n1CCCS(=O)(=O)C1CCCCC1	98.0	-0.3
COc1cccc(CNC(=O)Cn2c(=O)c3cccn3c3ccc(F)cc32)c1	102.0	0.2
Cc1ccc(C2C=C(c3ccccc3)Nc3nc(NS(=O)(=O)c4ccccc4)nn32)cc1 (stereo not given)	96.0	-2.3
CCC1CCCCN1CCCNC(=O)c1ccc2c(c1)N(Cc1cccc(Cl)c1)C(=O)c1ccccc1S2(=O)=O (stereo not given)	105.0	-0.2
COCCn1cnnc1SCC(=O)Nc1ccc(Cl)cc1F	100.0	-0.3
O=C(Nc1ccc(-c2nnc(-c3ccccc3)o2)cc1)C1CCCC1	102.0	0.2
COc1ccccc1CNC(=O)C(=O)NCC(c1ccc2c(c1)OCO2)N1CCOCC1 (stereo not given)	111.0	0.8
Cc1ccc(S(=O)(=O)c2nc(-c3cccs3)oc2SCC(=O)Nc2cc(C)cc(C)c2)cc1	104.0	-0.3
Cc1ccc(-n2ncc3c(NCCC4=CCCCC4)ncnc32)cc1	103.0	-0.6
Cc1ccccc1C(=O)Nc1ccccc1N1CCN(C)CC1	104.0	1.4
O=C(O)c1ccc(NC(=S)N2CCCCC2)cc1	102.0	0.2
S=C1NNC2(CC3CC2C2CCCC32)NN1 (stereo not given)	91.0	-2.7
O=C(CN1CCCN(Cc2ccccc2)S1(=O)=O)NCCc1ccccc1	101.0	-0.2
COCCN1CCn2c(nc3cc(Nc4nnc(C)c5ccccc45)ccc32)C1	102.0	0
Cc1cc2c(cc1C)C(=O)C(N1CCOCC1)=C(c1ccccc1)C2=O	102.0	-0.1

Further entries.
SMILES	PV pol inh	PV pol inh FP z-score
Cc1ccc(CN2CCN(C(=O)C3CC=CCC3C(=O)O)CC2)cc1 (stereo not given)	107.0	2.3
CC1CN(C(=O)C2CCC2)CC(C)O1 (stereo not given)	103.0	0.5
Cc1cc(NC(=O)CNCC2CCCCC2)no1	102.0	-0.2
C=CCN(C(=O)c1ccc(C)s1)c1nc(-c2ccc(S(C)(=O)=O)cc2)cs1	100.0	-0.7
N#Cc1nc(COc2cccc(Cl)c2)oc1N1CCCC1	101.0	0
O=C(C1Sc2nnc(-c3ccccc3)n2NC1c1ccccc1)N1CCCCC1 (stereo not given)	103.0	0.8
O=C(N/N=C/c1ccc2c(c1)OCCO2)c1ccncc1	103.0	0.3
Cc1ccc2oc(C(=O)Nc3ccc(S(=O)(=O)N(C)c4ccccc4)cc3)cc(=O)c2c1	100.0	-1.4
CCn1c(=O)c2cc(C(=O)N(C)c3cc(C)ccc3C)sc2c2ccccc21	103.0	0
CCn1c(-c2ccc(F)cc2)csc1=Nc1ccc(C)cc1	101.0	-0.2
Cc1c(CCC(=O)NCc2cccc(Cl)c2)c(=O)oc2c(C)c(O)ccc12	108.0	0.3
COc1ccccc1N(CC(=O)Nc1ccccc1F)S(C)(=O)=O	107.0	0.8
Cn1c(=O)[nH]c(=O)c2[nH]c(CN3CCOCC3)nc21	100.0	-0.8
Cc1c2c(n3c(nc4ccccc43)c1C#N)N(CCN1CCOCC1)CC2	99.0	-0.7
COc1ccc(-c2nsc(SCC(N)=O)n2)cc1	101.0	-0.2
O=C(Nc1cccc(C(F)(F)F)c1)c1ccc(-c2ccccc2)cc1	101.0	-0.1
CN(C(=O)CCC(=O)O)C1CCCCC1	99.0	-0.2
O=C(Nc1ncccc1O)c1ccc(Oc2ccccc2)cc1	101.0	-0.3
COCCCN1CC23C=CC(O2)C(C(=O)OC)C3C1=O (stereo not given)	101.0	0.1
O=C(Nc1ccc(F)cc1)C(=S)NC1CCCCC1	105.0	0.1
N#CCNS(=O)(=O)c1ccccc1	103.0	0.4
Cc1cccc(Nc2nnc(-c3ccc(C)c(S(=O)(=O)NCCO)c3)c3ccccc23)c1	106.0	1

Compounds from the list above that have an NH in an aromatic ring:
SMILES	PV pol inh	PV pol inh FP z-score
COc1ccc(C(C2=C(O)CC(C)(C)CC2=O)c2c(C)[nH]c3ccccc23)cc1 (stereo not given)	100.0	-0.4
COc1cccc(-c2nc3c(C#N)c[nH]n3c2NC2CCC(C)CC2)c1 (stereo not given)	105.0	-0.5
Cc1nc(NCc2ccco2)[nH]c(=O)c1CCC(C)C	99.0	-0.7
COc1cc(OC)c(NC(=O)N2CC=C(c3c[nH]c4ccccc34)CC2)cc1Cl	120.0	2.2
CCOC(=O)c1c(C)[nH]c(C)c1S(=O)(=O)N1CCC(C(=O)NCc2cccc(OC)c2)CC1	113.0	0.5
Cc1ccc2[nH]cc(NC(=O)NCCN(C)C)c(=O)c2c1	100.0	-0.4
Cn1c(=O)[nH]c(=O)c2[nH]c(CN3CCOCC3)nc21	100.0	-0.8

Compound activity as filed in PubChem.
